# TRPML3 ag: human TRPML3 channel agonists, primary screen, cell-based, HEK293 TRPML3-YFP, Fluo-8 calcium fluorescence, 3 µM | 220,000 tested, 0.29% active | 100% = the carbachol control signal | Mucolipin-3 (Homo sapiens), Q8TDD5 | AID 1448, 2008 | activation, % at 3 µM;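 active = activation above its plate's cutoff, the mean activation of the plate's test wells plus 3 SD, cut at about 12% in these data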;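 also: 0% = DMSO only wells and 100% = carbachol wells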
#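 Test system – HEK293 line with stable expression of human TRPML3-YFP channel · Control set – carbachol 87 µM final as high control (100%), DMSO as low control (0%) · Signal – Fluo-8 calcium dye fluorescence, ex 470-495, em 515-575 nm · Incubation – 1-h 37 °C dye load, 5-s basal, 120-s post-compound reads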
# CHOP inhibitor: inhibitors of CHOP promoter induction, primary screen, cell-based, unfolded protein response, luciferase reporter; CHO-K1 CHOP-promoter luciferase, tunicamycin-induced, 15-18 h; inhibition, % at 10 µM; 220,000 tested, 3.8% active;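 active = compounds that reduced the stress-induced luciferase reporter signal by more than about 70% of percent inhibition, limit read from the data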;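 also: 0% = tunicamycin plus vehicle and 100% = wells without tunicamycin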
# NPY-Y1 PAM-ag: NPY-Y1 receptor potentiators or agonists, primary screen, cell-based; NPY-Y1 expressing cells, potentiator/agonist activation; activation, % at 3.6 µM; AID 1304, 2008; 220,000 tested, 0.37% active; in the data active = activation above about 33%, passing the limit was not always enough;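 also: cells stimulated with NPY at EC10 then isoproterenol at EC100; 0% = low agonist plus stimulus and 100% = saturating agonist plus stimulus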
# Target sequence (P25929 whole entry, looked up): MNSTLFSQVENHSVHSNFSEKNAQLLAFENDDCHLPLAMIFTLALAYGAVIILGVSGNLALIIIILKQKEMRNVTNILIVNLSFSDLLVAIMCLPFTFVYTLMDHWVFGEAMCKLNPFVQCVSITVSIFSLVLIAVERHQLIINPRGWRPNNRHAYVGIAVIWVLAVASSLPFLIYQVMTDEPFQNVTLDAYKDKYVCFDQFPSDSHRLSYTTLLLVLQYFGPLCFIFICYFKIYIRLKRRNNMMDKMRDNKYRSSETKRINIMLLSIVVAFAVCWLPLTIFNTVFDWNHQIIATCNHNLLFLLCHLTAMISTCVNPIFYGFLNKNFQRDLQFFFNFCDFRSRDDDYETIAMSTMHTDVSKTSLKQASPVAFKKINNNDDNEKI
# NPY Y1 blocker: NPY-Y1 receptor antagonists, primary screen, cell-based; 200,000 tested, 1% active; HEK293-CNG Y1 cells, membrane potential fluorescence; NPY at EC95, then isoproterenol; inhibition, % at 3.6 µM;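 active = inhibition above the campaign mean inhibition of all tested compounds plus 3 SD, cut at about 20% in these data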;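 also: 0% = DMSO wells given NPY plus isoproterenol and 100% = isoproterenol alone without NPY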
#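 System: HEK293 cells with Y1 receptor plus CNG channel / Probe or stimulus: NPY 25 nM then isoproterenol 1 µM plus Ro 20-1724 25 µM / Compound: one concentration, 3.6 µM, in 0.4% DMSO / Schedule: compound incubation 1 h at room temperature, readout 45 min post-stimulation / Measured by: membrane potential fluorescence / Read-out: % inhibition of NPY effect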
# S1P4 antagonist: S1P4 receptor antagonists, primary screen, cell-based. S1P4-expressing cells, antagonist mode, reporter read-out. inhibition, % at 4.98 µM. Sphingosine 1-phosphate receptor 4 (Homo sapiens), O95977. AID 1510, 2009. 220,000 tested, 0.26% active; in the data active = inhibition above about 29%;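 also: 0% = wells stimulated with agonist and 100% = vehicle wells without agonist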
# NPY2 pot ag: NPY-Y2 potentiators or agonists, primary screen, cell-based | Neuropeptide Y receptor type 2 (Homo sapiens), P49146 | cells expressing NPY-Y2, potentiator/agonist read-out | activation, % at 3.6 µM | 220,000 tested, 0.45% active; in the data active = activation above about 27%;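 also: cells stimulated with NPY near EC25 plus isoproterenol at EC100; 0% = vehicle plus submaximal agonist and 100% = vehicle plus saturating agonist; some results beyond the cut were filed as inactive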
# S1P4 ag: S1P4 receptor agonists, primary screen, cell-based; Sphingosine 1-phosphate receptor 4 (Homo sapiens), O95977; S1P4-expressing cell line, agonist reporter assay; activation, % at 4.98 µM; 220,000 tested, 0.35% active; in the data active = activation above about 11%;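 also: 0% = DMSO vehicle and 100% = reference agonist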
# EP2 mod: EP2 receptor modulators, cAMP readout, primary screen, cell-based, HTRF cAMP, PGE2 stimulation. EP2-expressing cells, cAMP HTRF FRET, PGE2 co-stimulation. induction, % at 25 µM. Prostaglandin E2 receptor EP2 subtype (Homo sapiens), P43116. 260,000 tested, 0.83% active. AID 940, 2007;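 active = compounds whose cAMP rise, as percent of the full-agonist control response, exceeds 60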;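 also: rat C6 glioma line stably carrying human EP2 under a CMV promoter; the protocol text gives 20 µM as final concentration; 100% = response of wells given 1 µM PGE2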
# Target sequence (P43116 whole entry, looked up): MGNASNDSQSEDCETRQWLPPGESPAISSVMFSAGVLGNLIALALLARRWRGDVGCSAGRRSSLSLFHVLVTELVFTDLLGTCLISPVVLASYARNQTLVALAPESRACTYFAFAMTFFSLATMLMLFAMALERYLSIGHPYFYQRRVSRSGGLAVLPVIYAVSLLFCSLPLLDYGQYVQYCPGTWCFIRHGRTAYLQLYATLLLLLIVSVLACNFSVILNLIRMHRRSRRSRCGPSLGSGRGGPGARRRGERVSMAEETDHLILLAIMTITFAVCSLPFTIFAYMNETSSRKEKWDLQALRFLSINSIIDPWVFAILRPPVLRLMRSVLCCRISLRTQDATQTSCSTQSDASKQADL
# TRPN1 ag: zebrafish TRPN1 channel agonists, primary screen, cell-based, HEK293, calcium fluorescence; transient receptor potential cation channel N1 (TRPN1/NompC), Danio rerio; HEK293 zebrafish TRPN1-YFP, Fluo-8 calcium fluorescence; 100% = response to 87 µM carbachol; activation, % at 3 µM; 220,000 tested, 0.18% active;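 active = activation above its plate's cutoff, the mean activation of test wells on that plate plus 3 SD, cut at about 19% in these data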;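 also: 0% = DMSO alone and 100% = 87 µM carbachol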
#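 Control set: carbachol 87 µM as high control, DMSO as low control; system: HEK293 stable line with zebrafish TRPN1-YFP; read-out: % activation versus carbachol response; detection: intracellular calcium fluorescence with Fluo-8; doses: single test compound dose, 3 µM nominal, 0.3% DMSO; schedule: dye 1 h 37 °C plus 30 min RT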
# * hit, by the source's call; nt = no result given; & = joins results of further samples. Rows are unselected; any-hit rate near 6.5%.
compound	NPY-Y1 PAM-ag	S1P4 ag	NPY Y1 blocker	TRPN1 ag	TRPML3 ag	NPY2 pot ag	CHOP inhibitor	S1P4 antagonist	EP2 mod
CC(C)(C)c1ccc(C(=O)O)c(C(=O)c2ccccc2)c1	12	1.6	1	0.3	1.3	3	2	-29	16
Cc1nn(-c2ccccc2)c(Cl)c1C(=O)Nc1c(C)n(C)n(-c2ccccc2)c1=O	5	0.5	-3	1.3	0.2	12	12	1	18
CN(C)/C=C(\C=O)c1onc(-c2ccccc2Cl)c1C#N	7	-0.1	6	0.2	1.2	-22	33	2	-9
CCOC(=O)C1CCCN(C(=O)COc2ccc(N(C)S(=O)(=O)c3ccc(F)cc3)cc2)C1 (configuration not stated)	-2	2.0	3	0.6	2.6	-2	12	-1	-16
CC(=O)N(CC(=O)O)c1ccccc1C(=O)O	-2	0.8	2	0.1	0.9	-8	13	-14	-3
Cc1ccc2c(c1)c1c3n2CCN(C(=O)CN2CCN(C)CC2)C3CCC1 (configuration not stated)	8	-1.7	1	2.2	0.7	0	12	-12	-48
Cn1c(SCC(=O)Nc2cccc(O)c2)nnc1-c1ccc(S(=O)(=O)N2CCOCC2)cc1	-1	1.0	6	1.3	-1.0	8	7	2	-14
CCN(CC)CCn1c(/N=C/c2cc(Br)ccc2O)nc2ccccc21	-14	0.6	12	-0.1	0.6	-7	6	-5	29
O=C(CC(NC(=O)C(F)(F)F)c1ccccc1)Nc1nnc(CCc2ccccc2)s1 (configuration not stated)	-7	2.7	1	1.9	0.2	4	94*	-4	10
COc1ccc2nc(-c3cccc(N)c3)[nH]c2c1	-42	1.7	6	-1.8	-0.1	-8	12	-22	-13
O=C(NCCCCc1ccccc1)c1cccc([N+](=O)[O-])c1	8	0.3	-7	-1.2	0.0	-7	32	-2	-88
CCOC(=O)Cc1csc(NC(=O)c2csc(C)c2)n1	-7	0.3	3	4.7	3.0	0	20	-30	-9
N#CCSc1nc2ccccc2c(=O)n1CCC(=O)NC1CCCCC1	-13	-0.4	-5	0.1	0.1	-18	48	-9	13
CCCOc1ccc(S(=O)(=O)NNC(=O)c2cc3ccccc3o2)cc1	-21	0.0	2	1.0	-0.3	-15	3	-14	-58
CCOC(=O)CSc1nc2cc(C(=O)OC)ccc2c(=O)n1CCN1CCOCC1	5	0.8	0	1.4	-0.2	-3	-18	-20	23
Cc1cc(C)c(C(=O)C[n+]2cccc(C(N)=O)c2)c(C)c1	-7	1.7	nt	-1.2	0.6	0	-5	1	11
CC(C(=O)N1CCOCC1)N1c2cccc3cccc(c23)S1(=O)=O (configuration not stated)	-8	1.0	-3	2.4	0.6	10	-11	-3	-12
O=C(COc1ccc(Cl)cc1)NC1=NN(c2ccccc2)C(=O)C1	3	1.8	-4	-0.8	0.3	-5	27	-7	12
Cc1onc(-c2c(Cl)cccc2Cl)c1C(=O)Nc1ccc2c(c1)OCCO2	-4	1.7	-1	0.8	0.7	14	8	-21	-5
C=CCN1C(=O)C2(NNc3ccccc3O2)c2ccccc21 (configuration not stated)	17	2.6	-6	1.1	1.6	8	-21	-2	49
Cc1cccc(C)c1NC(=O)CS(=O)CC(=O)NC1CCCc2ccccc21 (configuration not stated)	14	-0.1	4	-0.1	0.0	13	-14	-9	7
CCO[C@H]1OC(C(=O)NC2CC2)=C[C@@H](c2ccc(C(F)(F)F)cc2)[C@@H]1CCCO	4	-1.4	2	1.2	0.3	-18	7	-4	-18
Cc1occc1-c1nnc(SCC(=O)Nc2ccccc2-c2ccccc2)n1C	-33	-1.3	7	-0.2	-0.5	11	44	-9	5
O=C(C1CC1)N1CCN(S(=O)(=O)c2ccc3c(c2)OCCO3)CC1	0	-0.1	7	1.2	2.0	6	3	-2	-4

# One compound at a time, from the list above. Values in the order: NPY-Y1 PAM-ag	S1P4 ag	NPY Y1 blocker	TRPN1 ag	TRPML3 ag	NPY2 pot ag	CHOP inhibitor	S1P4 antagonist	EP2 mod
# Cc1occc1-c1nnc(SCC(=O)Nc2ccccc2-c2ccccc2)n1C is listed with -33	-1.3	7	-0.2	-0.5	11	44	-9	5
# O=C(C1CC1)N1CCN(S(=O)(=O)c2ccc3c(c2)OCCO3)CC1 is listed with 0	-0.1	7	1.2	2.0	6	3	-2	-4

# (continued)
compound	NPY-Y1 PAM-ag	S1P4 ag	NPY Y1 blocker	TRPN1 ag	TRPML3 ag	NPY2 pot ag	CHOP inhibitor	S1P4 antagonist	EP2 mod
C/C(CC(=O)Nc1ccc(F)cc1)=N\NC(=O)c1ccccn1	12	0.4	-1	-1.4	0.5	12	-11	-1	17
CSc1nc(C)cc(OCC(=O)N2CCOCC2)n1	-10	-1.3	-8	0.0	0.2	-8	-1	-9	9
COc1ccc(/C=C2/C(=O)OCc3cc(OC)c(OC)cc32)c(OC)c1	7	-0.9	4	0.8	0.4	-3	21	-16	30
CC1CCN(C(c2nnnn2CCc2ccccc2)C(C)C)CC1 (configuration not stated)	-10	1.9	6	-2.2	6.5	-10	-6	-12	43
Nc1cc(=O)[nH]c(SCc2nnnn2-c2ccc(Cl)cc2)n1	-14	0.4	-3	-0.4	0.6	3	-5	-11	13
CCc1ccccc1OCc1nc2ccc(S(=O)(=O)N3CCOCC3)cc2[nH]1	2	-0.4	-2	3.8	0.4	-23	10	6	10
O=C(NCC1OCCCN1S(=O)(=O)c1cc(F)ccc1F)C(=O)NC1CCCCCC1 (configuration not stated)	-2	-0.1	-5	6.8	1.8	8	5	-19	-9
O=c1[nH]c2ccc(NC(=S)NC3CCCCC3)cc2[nH]1	-23	-1.6	2	1.5	1.1	9	-14	5	5
COc1ccc(Cl)c(NC(=O)NCCN2CCN(c3ccccc3)CC2)c1	-13	1.7	-1	0.0	0.6	-8	57	-35	-5
O=[N+]([O-])c1ccc(-c2nnc(CNC3CCCC3)o2)cc1	2	1.0	10	-0.5	-0.3	12	6	1	-9
COc1ccc(N2C(=O)N(Cc3cccc(F)c3)c3ccccc3S2(=O)=O)cc1	3	-2.0	-7	1.8	-0.4	4	32	-4	19
CCOC(=O)N1CCN(C(=O)c2ccc3c(=O)n(CCOC)c(=O)[nH]c3c2)CC1	8	1.1	-9	0.2	0.5	1	4	-3	7
COc1cccc(OC)c1C(=O)Nc1cc(C)nn1-c1nc2ccccc2[nH]1	-12	1.6	-4	-1.4	-0.4	6	20	-9	29
COc1cc(SC)ccc1C(=O)Nc1c(Cl)cncc1Cl	-19	-1.6	5	-1.3	-1.4	2	33	-15	-10
CC12CCC(=O)N1C(C(=O)OCC(=O)Nc1cccc(Br)c1)CS2 (configuration not stated)	11	-1.1	0	2.1	0.4	5	47	2	-32
Cc1n[nH]c(=O)nc1N1CCc2ccccc2C1	-19	1.3	3	-1.1	-0.1	3	-42	5	14
COC(=O)c1sccc1NC(=O)CC1C(=O)NCCN1C(=O)Nc1ccc(OCc2ccccc2)cc1 (configuration not stated)	12	-1.2	nt	2.5	0.7	10	10	-10	-54
COc1ccccc1-n1cnc2cc(NC(=O)c3ccco3)ccc21	3	3.2	-4	1.9	0.3	0	13	2	-27
Cn1c(=O)c2c(-c3ccc(C(C)(C)C)cc3)n(CC3CCCO3)cc2n(C)c1=O (configuration not stated)	5	-0.3	4	-1.3	-0.2	-1	-1	-2	-9
Nc1c(-c2ccc(F)cc2)cnn1C1CCS(=O)(=O)C1 (configuration not stated)	-8	-1.2	-6	1.3	0.7	-3	17	16	12
COc1ccc(NC(=O)CSc2c3c(nc4cc(Cl)ccc24)CCCC3)cc1OC	-17	-1.1	5	0.7	0.3	-11	-143	-4	3
CCN(CC)c1nc(C#N)nc(N(CC)CC)n1	-13	-0.4	2	0.1	-0.4	3	79*	-8	65*
Cc1ccc(NCC(=O)N=Nc2c(O)[nH]c3ccc([N+](=O)[O-])cc23)cc1	10	-1.2	nt	-1.4	0.3	19	-45	-32	-13
COc1ccc(CNC(=O)CCSc2nc(-c3ccc4c(c3)OCO4)cc(C(F)(F)F)n2)cc1	5	0.0	4	-0.8	0.3	6	17	-2	-36
COc1ccc(CCN(C)C(=O)C2CCN(Cc3cccc(OC)c3OC)CC2)cc1OC	6	1.3	4	-1.2	0.4	3	15	-11	-6
Cn1c(=O)c2ncn(CC(=O)NCCOc3ccc(C(C)(C)C)cc3)c2n(C)c1=O	-12	0.7	-3	1.6	1.3	-10	-18	2	10
CC1Sc2ccccc2N(CC(=O)N(C(C)C)C(C)C)C1=O (configuration not stated)	6	-1.5	-6	0.1	0.6	-2	12	-13	6
CCc1nnc(NC(=O)CSc2nnc(C)n2Cc2ccccc2)s1	19	-1.0	7	0.9	0.6	5	-3	3	15&9
CC(C)Nc1nc(Cl)nc(NNC(=O)C(C)Oc2ccccc2)n1 (configuration not stated)	3	1.3	-2	-1.4	0.8	-3	-11	6	19
O=c1cc(-c2ccccc2)[nH]c2ccc(F)cc12	-19	2.0	7	0.7	0.6	-16	-16	13	11
Cc1ccc(S(=O)(=O)Cc2ccc(C(=O)N3CCN(c4cc(C)ccc4C)CC3)o2)cc1	14	1.1	3	0.5	0.4	-3	95*	-25	0
COC(=O)c1cc2sccc2n1Cc1nc(-c2ccc(OC)cc2)oc1C	7	1.3	7	-0.6	0.5	-5	44	5	21
Cc1ccc2cc(CCNC(=O)c3cccc([N+](=O)[O-])c3)c(=O)[nH]c2c1C	13	0.4	0	-0.2	1.0	6	22	-3	-43
CCCCSc1cc(=O)[nH]c(N)n1	26	-0.8	nt	-1.6	0.4	-14	11	-6	-8
Cc1ccc(CN2CCN(Cc3cccc4c3OCO4)CC2CCO)cc1 (configuration not stated)	3	0.6	-2	0.6	0.6	-11	10	-8	10
CCn1cc(C(=O)O)c(=O)c2cc(F)c(N3CCN(C(=S)NC(=O)c4ccccc4C)CC3)cc21	3	0.4	nt	1.7	1.0	-1	-14	0	17
Cc1ccc(-n2ccnc2SCC(=O)O)c(C)c1	2	-3.8	5	-0.1	0.6	-19	6	8	6
Cc1occc1C(=O)Nc1ccc2ccccc2c1	6	0.0	-1	0.6	0.4	-11	10	-11	-49
O=S(=O)(CCSc1ccc(C(F)(F)F)cn1)c1ccccc1	-10	1.7	nt	-1.0	-0.1	-3	10	18	16
